Assay outcomes deposited in PubChem BioAssay by Broad Institute.
S100A4 inh HTS: inhibitors of human S100A4 binding to myosin IIA peptide. S100A4/TAMRA-MyoIIA peptide fluorescence polarization. inhibition, % at 10.7 µM. 0.14% of 360,000 active. AID 652163;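 active means mean inhibition of at least 70% across replicates, with every replicate also reaching that level; inconclusive means mean inhibition reaches 70% but some replicates fall short; inactive means mean inhibition below 70%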
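incubation = readout 5 min after mixing, signal stable up to 60 min | system = S100A4 monomer protein | buffer or medium = HEPES pH 7.2 with CaCl2, KCl, NaCl, DTT, Triton | benchmarks = neutral control DMSO, positive control TFP | also added = fluorescent myosin IIA peptide, 5 nM | compound dosing = one concentration per compound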
PglD inh: PglD (C. jejuni) enzyme inhibition; purified PglD enzyme, DTNB colorimetric CoA detection; inhibition, % at 12.5 µM; 0.098% of 360,000 active; in the data active means inhibition above about 16%, passing the limit was not always enough; inconclusive means no clear call, values can overlap the other calls; further: strong numbers were not always called active
SIRT5 inh: blocks human SIRT5 desuccinylation of peptide; Purified SirT5, succinyl-peptide AMC, trypsin-coupled fluorescence; inhibition, % at 15 µM; 1.1% of 330,000 active; AID 652115; in the data active means inhibition above about 15%; inconclusive means no clear call, values can overlap the other calls
DENV2 CPE: inhibitors of DENV2 cytopathic effect; CPE inhibition, % at 9.99 µM; AID 651640; 1.7% of 350,000 active; DENV2-infected cells, cytopathic effect rescue, plate reader; in the data active means CPE inhibition above about 20%, passing the limit was not always enough; inconclusive means no clear call, values can overlap the other calls; tested in BHK-21 cells;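 further: 0% = median of neutral control wells and 100% = median of positive control wells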
ERp5 inh: blocks human ERp5 reductase activity on insulin. ERp5 insulin aggregation, absorbance 650 nm, 90 min. inhibition, % at 9.99 µM. 0.05% of 350,000 active. AID 651711;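 active means mean replicate inhibition above about 25%, with every replicate also reaching it, limit read from the data, passing the limit was not always enough; inconclusive means only one of those two criteria met; inactive means neither criterion met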
Target sequence (Q15084 whole entry, looked up): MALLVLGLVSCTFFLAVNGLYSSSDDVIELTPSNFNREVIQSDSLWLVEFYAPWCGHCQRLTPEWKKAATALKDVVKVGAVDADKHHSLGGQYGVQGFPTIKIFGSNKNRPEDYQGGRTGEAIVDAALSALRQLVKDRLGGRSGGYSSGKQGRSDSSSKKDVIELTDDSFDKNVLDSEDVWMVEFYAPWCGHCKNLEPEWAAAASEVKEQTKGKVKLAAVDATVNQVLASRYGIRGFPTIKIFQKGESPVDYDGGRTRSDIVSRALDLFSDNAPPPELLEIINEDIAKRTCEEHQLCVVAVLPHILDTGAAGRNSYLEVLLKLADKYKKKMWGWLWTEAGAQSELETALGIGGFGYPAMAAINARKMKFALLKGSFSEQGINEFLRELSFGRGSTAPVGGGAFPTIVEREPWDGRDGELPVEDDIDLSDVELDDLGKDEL
E-sel inducer: induces E-selectin expression in human endothelial cells. 0.37% of 260,000 active. activation, % at 7.58 µM. P16581. HUVEC E-selectin immunofluorescence imaging; normalized: neutral wells 0, TNF-alpha wells 100;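 active means mean E-selectin-positive cell signal at least 10% of the positive control, reached in at least 60% of replicates, without over 20% cell loss; inconclusive means no rule given, readout overlaps actives, possibly toxicity-flagged; inactive means the rest, including those meeting only one limit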;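 further: in these data hits start at about 27%; measured in HUVEC primary endothelial cells; signal is the percent of cells scored E-selectin positive by PE staining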
Target sequence (P16581 whole entry, looked up): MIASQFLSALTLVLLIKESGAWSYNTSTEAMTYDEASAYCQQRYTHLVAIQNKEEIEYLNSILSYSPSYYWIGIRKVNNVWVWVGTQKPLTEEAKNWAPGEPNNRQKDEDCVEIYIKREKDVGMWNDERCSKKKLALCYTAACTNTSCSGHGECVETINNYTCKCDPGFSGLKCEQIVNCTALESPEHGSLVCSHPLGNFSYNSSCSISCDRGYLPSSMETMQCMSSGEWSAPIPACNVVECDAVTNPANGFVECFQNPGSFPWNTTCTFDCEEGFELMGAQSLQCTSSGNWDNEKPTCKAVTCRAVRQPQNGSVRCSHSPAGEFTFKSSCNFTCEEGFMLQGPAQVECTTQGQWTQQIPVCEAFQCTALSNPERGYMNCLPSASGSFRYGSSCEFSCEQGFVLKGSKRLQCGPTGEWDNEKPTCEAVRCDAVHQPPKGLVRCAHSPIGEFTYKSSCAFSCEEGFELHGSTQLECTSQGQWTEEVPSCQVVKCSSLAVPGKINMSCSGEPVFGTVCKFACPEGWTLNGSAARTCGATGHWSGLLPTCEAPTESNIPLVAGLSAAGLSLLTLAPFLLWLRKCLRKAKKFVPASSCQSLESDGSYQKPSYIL
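material = human umbilical vein endothelial cells (HUVEC), E-selectin induction | quantity = 3,000 cells/well | medium = EGM-2 growth medium on 0.1% gelatin-coated wells | technique = immunofluorescence imaging | read-out basis = % PE-positive cells | control set = TNF-alpha positive control, DMSO neutral control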
C2C12 statin: protects C2C12 myotubes from simvastatin toxicity | ATP luminescence, 48 h; scaled: DMSO 0, geranylgeraniol control 100 | rescue of ATP level, % at 7.49 µM | 0.78% of 330,000 active;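 active means mean ATP rescue above about 67%, or every replicate alone reaching that limit, limit read from the data, passing the limit was not always enough; inconclusive means no clear call, values can overlap the other calls; inactive means mean under the limit and some replicate under it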;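 further: myotubes were challenged with 10 µM simvastatin during compound exposure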
An asterisk follows results filed as active; ? = inconclusive; / = not tested or not shown; & = joins results of further samples. An excerpt; count on the stated rates, not on these rows.

SMILES | S100A4 inh HTS | PglD inh | SIRT5 inh | DENV2 CPE | ERp5 inh | E-sel inducer | C2C12 statin
C[C@@H]1CCCCO[C@H](CN(C)S(=O)(=O)c2cn(C)cn2)[C@@H](C)CN([C@H](C)CO)C(=O)c2cc(NS(=O)(=O)c3ccc(Cl)cc3)ccc2O1 | 3 | 4 | -2 | 9 | -7 | / | /
C[C@H]1CN([C@@H](C)CO)S(=O)(=O)c2ccc(-c3ccccc3F)cc2O[C@H]1CN(C)CC1CC1 | 43 | 8 | -4 | 11 | -5 | 0.4 | -16
Cc1cccc(-c2ccc(C3[C@H]4CNC[C@@H]3N4S(=O)(=O)c3ccccc3C)cc2)c1 (some centres undefined) | 9&10 | / | -2&5 | 18&0 | -2&0 | 0.1&0.3 | /
Cc1noc(C)c1NC(=O)Nc1ccc2c(c1)C(=O)N([C@H](C)CO)C[C@H](C)[C@H](CN(C)C(=O)C1CCCCC1)OCCCC[C@H](C)O2 | -10 | 2 | -3 | -5 | 7 | -0.1 | /
COc1cc(NC(=O)CNc2cccc(S(=O)(=O)N3CCOCC3)c2)cc(OC)c1 | 5 | -4 | 2 | -4 | -1 | -0.1 | -3
O=C(N[C@@H]1CC[C@@H](CCn2cc(C3(O)CCCC3)nn2)O[C@@H]1CO)C1CCOCC1 | 36 | 0 | 6 | 0 | -2 | -0.6 | 6
Cc1ccc2c(c1)/C(=C/c1ccc(F)cc1)C(=O)N2 | -1 | 1 | -1 | 10 | 3 | -0.1 | 17
COCC#Cc1ccc([C@@H]2[C@H]3CN(Cc4cncnc4)CCCCN3[C@H]2CO)cc1 | 0 | -1 | -1 | -8 | 1 | 0.1 | /
C[C@@H]1CN([C@@H](C)CO)C(=O)CCCn2cc(nn2)CO[C@@H]1CN(C)S(=O)(=O)c1cn(C)cn1 | 0 | -3 | 0 | -2 | -1 | -0.4 | -7
Cc1oc(-c2ccccc2Cl)nc1CS(=O)CC(=O)NCCCN1CC(C)CC(C)C1 (centres undefined) | 0 | 1 | -1 | -8 | 1 | / | 0
Cc1ccccc1S(=O)(=O)N1C[C@@H](O)COC[C@H]2O[C@H](CC(=O)N3CCOCC3)CC[C@@H]21 | -7 | 1 | -1 | -1 | -1 | -0.1 | 8
NC(=O)CC(NC(=O)Cc1ccc(Br)cc1)c1ccc(NCCc2ccc(Cl)cc2)c([N+](=O)[O-])c1 (centres undefined) | / | -5 | / | / | / | 0.3 | -12
CCC(=O)N[C@@H]1CC[C@H](CC(=O)NCc2cc(F)cc(F)c2)O[C@H]1CO | 2 | 1 | 9 | ? | 1 | -0.2 | 0
O=C(c1ccc(CNS(=O)(=O)c2ccc(F)cc2)cc1)N1CCCCCC1 | -2 | -4 | 3 | -6 | 3 | -0.1 | -4
COC(=O)[C@@]1(CCS(=O)(=O)c2ccccc2)N=C(c2ccc(OCCCO)cc2)O[C@H]1c1ccccc1N=[N+]=[N-] | -13 | 2 | 5 | -1 | 2 | / | /
CC(C)n1nnnc1SCC(=O)NC1CCCC1 | 5 | -4 | 2 | 5 | -3 | -0.1 | 6
O=C(Nc1ccccc1C(=O)NC1CC1)c1ccccc1 | -1 | -3 | -4 | -8 | -2 | -0.6 | 3
O=C(c1cccs1)N1CCCc2ccccc21 | -2 | -7 | -6 | 9 | -10 | / | 4
Cc1cc(C)c(S(=O)(=O)NCC2CCC(C(=O)NCCCN3CCC(C)CC3)CC2)c(C)c1 (centres undefined) | -2 | 4 | -1 | -6 | -4 | / | -16
O=C(c1ccc(Br)o1)N1CCN(CCc2ccncc2)CC1 | -1 | 2 | 6 | 1 | 7 | -0.1 | -1
CC1(C)CNC(=S)N1Cc1ccccc1 | -1 | -1 | / | 11 | -6 | -0.4 | -4
O=C(C[C@@H]1CC[C@H]2[C@@H](COC[C@@H](O)CN2Cc2ccncc2)O1)NCc1ccccc1Cl | -5 | -3 | 1 | 4 | 0 | -0.1 | 2
O=CN/N=C/c1c(O)ccc2ccccc12 | -3 | / | -1 | -2 | -1 | 9.8 | 1
COc1cccc(CN2CCN(C(=O)c3ccc(-c4ccccc4)cc3)CC2)c1 | 2 | 1 | -4 | -8 | -1 | -0.1 | /
COc1ccc(-n2c(Cc3cccn3C)nnc2SCC(=O)Nc2cccc(OC)c2)cc1 | -3 | -4 | -1 | 1 | 3 | 0.1 | 3
O=C(Nc1cccc(Cl)c1)Nc1ccc2c(c1)C(=O)OC2 | -5 | / | 1 | 5 | 1 | -2.0 | /
O=C(CCn1cccn1)N1CCCC(N2CCN(c3cccc(C(F)(F)F)c3)CC2)C1 (centres undefined) | -3 | -4 | 1 | 7 | 6 | 0.3 | -2
c1ccc(-c2cc(CN3[C@@H]4CNC[C@H]3C4c3ccc(-c4ccncc4)cc3)no2)cc1 (some centres undefined) | 6 | / | 2 | 3 | -2 | 0.8 | /
CCNC(=O)CN(C1CCCCC1)S(C)(=O)=O | 1 | -2 | -3 | -1 | -1 | / | /
Cc1cccc(N2CC(C(=O)Nc3nc4ccc(S(C)(=O)=O)cc4s3)CC2=O)c1C (centres undefined) | -2 | -3 | -2 | -1 | -2 | 1.3 | 6
Cc1cc(OCC(=O)NCc2ccccn2)c2c(C)cc(=O)oc2c1 | 11 | -2 | -7 | 0 | 1 | 0.0 | -2
CCCCN1CCNC1=S | -2 | -7 | -2 | -4 | -5 | 0.7 | 8
CN1CCN(c2ccc(Cl)cc2NC(=O)c2ccc(=O)n(C)n2)CC1 | -5 | 2 | 3 | -3 | 0 | 4.9 | 33
Cc1cc(Cl)ccc1OC(C)C(=O)NCCCn1ccnc1 (centres undefined) | -1 | / | -1 | 4 | 1 | / | /
COC1Cc2ccccc2N(C(N)=O)c2ccccc21 (centres undefined) | 2 | / | -4 | -4 | 1 | 0.0 | /
COc1ccc(N=C/C=C2/C=C(c3ccccc3)OC(C)(C)O2)cc1 | -5 | 7 | -1 | -1 | -2 | -0.3 | -5
CC(=O)N/N=C/c1ccc(OCCOc2ccc(Br)cc2)cc1 | 3 | -1 | / | 6 | -2 | / | /
COc1ccc(CC(=O)Nc2cc(C)ccc2O)cc1OC | 0 | / | 1 | 4 | 6 | 0.0 | /
COc1ccc(CC(N)c2csc(NC(=O)Nc3cc(OC)ccc3OC)n2)cc1 (centres undefined) | 3 | -3 | 0 | -8 | 5 | 0.4 | -16
COCCn1c(NC(=S)NC(=O)C23CC4CC(CC(C4)C2)C3)cc(=O)[nH]c1=O | -4 | / | 0 | 0 | 5 | / | /

Sorted by SMILES length (descending): three of the compounds above.
SMILES | S100A4 inh HTS | PglD inh | SIRT5 inh | DENV2 CPE | ERp5 inh | E-sel inducer | C2C12 statin
COCC#Cc1ccc([C@@H]2[C@H]3CN(Cc4cncnc4)CCCCN3[C@H]2CO)cc1 | 0 | -1 | -1 | -8 | 1 | 0.1 | /
O=C(c1ccc(Br)o1)N1CCN(CCc2ccncc2)CC1 | -1 | 2 | 6 | 1 | 7 | -0.1 | -1
COc1ccc(CC(=O)Nc2cc(C)ccc2O)cc1OC | 0 | / | 1 | 4 | 6 | 0.0 | /

(more compounds)
SMILES | S100A4 inh HTS | PglD inh | SIRT5 inh | DENV2 CPE | ERp5 inh | E-sel inducer | C2C12 statin
Cn1cnc(S(=O)(=O)N2C[C@@H](O)COC[C@@H]3O[C@@H](CC(=O)NCc4ccc(F)cc4)CC[C@H]32)c1 | 35 | 3 | 0 | -5 | 3 | 0.1 | -3
CCOc1ccc(CNC23CN4CN(CN(C4)C2)C3)cc1 | -1 | / | -1 | 0 | -3 | / | -4
COC(=O)N=Nc1c(O)n(Cc2ccccc2)c2ccccc12 | 2 | 0 | -2 | 11 | -8 | -0.8 | 1
O=C(C[C@H]1CC[C@H]2[C@@H](COC[C@@H](O)CN2S(=O)(=O)c2ccc(Oc3ccccc3)cc2)O1)Nc1ccccc1 | -5 | 2 | 14 | -4 | -10 | 0.2 | 10
CO[C@H]1CN(C)C(=O)c2cc(NC(=O)NC3CCCCC3)ccc2OC[C@@H](C)N(C)C[C@H]1C | -3 | 0 | 0 | -6 | -7 | -0.1 | -1
CCC1CCCCN1S(=O)(=O)c1ccc2c(c1)CCN2C(C)=O (centres undefined) | -6 | -2 | 0 | 6 | / | -2.0 | -54
On1nnc2cc(C(F)(F)F)ccc21 | 7 | -3 | 0 | -3 | 2 | / | 1
C[C@@H]1CCCCO[C@@H](CN(C)S(=O)(=O)c2cccs2)[C@@H](C)CN([C@H](C)CO)C(=O)c2cc(NC(=O)Nc3ccccc3)ccc2O1 | 7 | -2 | -1 | 0 | -3 | / | /
O=C(c1cccc(C(F)(F)F)c1)N1CCCC1 | -4 | / | 0 | 3 | -3 | / | /
Cc1ccccc1CS(=O)(=O)c1nnc([C@H](Cc2ccccc2)NC(=O)OC(C)(C)C)o1 | 4 | -3 | -1 | 1 | -1 | / | -619
CCOC(=O)c1ccc(-n2ccnc2)c(NC(=O)c2cccc(Br)c2)c1 | 4 | 2 | -2 | 4 | 1 | / | 5
CCCNC(=O)Nc1ccc(C)cc1C | -5 | -5 | -4 | 0 | 5 | 0.0 | 5
CCCN(C)C[C@H]1Oc2ncc(-c3cccc(C#N)c3)cc2C(=O)N([C@@H](C)CO)C[C@H]1C | -3 | 3 | -2 | 6 | 5 | -0.4 | -10
O=C(O)c1cccc(N2C(=O)c3cccc(Oc4ccc(Cl)cc4)c3C2=O)c1 | -4 | / | 0 | -4 | 3 | / | /
CC(Oc1ccc(F)cc1)C(=O)NN (centres undefined) | -7 | -1 | 5 | 9 | 2 | 0.1 | /
Cc1ccc(S(=O)(=O)Nc2cccc3c2O[C@H](CN(C)C(=O)Nc2c(C)noc2C)[C@H](C)CN([C@H](C)CO)C3=O)cc1 | 1 | 1 | -3 | 9 | -9 | 0.4 | 33
COc1ccc(NC(=O)N(C)C[C@@H]2OCCCC[C@H](C)Oc3ccc(NC(=O)Nc4c(C)noc4C)cc3C(=O)N([C@@H](C)CO)C[C@H]2C)cc1 | 25 | 1 | -2 | -2 | 9 | 0.0 | -17
O=C(COC(=O)c1ccccc1)c1ccc(S(=O)(=O)N2CCCCC2)cc1 | -1 | -2 | 1 | -6 | -15 | 4.3 | 1
Cc1ccc(C(=O)OCCN(C)Cc2ccccc2)cc1 | 3 | 18 | 0 | -1 | -2 | / | /
O=C(c1ccc(Br)o1)N1CCN(c2ccc3nnc(-c4ccccc4)n3n2)CC1 | 0 | -6 | / | -4 | 2 | 0.1 | /
C[C@@H]1CN([C@H](C)CO)S(=O)(=O)c2ccc(C3=CCCCC3)cc2O[C@H]1CN(C)Cc1ccccc1 | / | / | -1 | / | / | 4.3 | -56
C/C(=N\NC(=O)c1ccc(N(C)C)cc1)c1ccc(C)cc1C | -4 | / | 1 | 20 | 0 | -0.3 | /
Cc1cc(C)c(Nc2ncnc(N)n2)c(C)c1 | -1 | -15 | -4 | 4 | 2 | / | 8
CC(=O)N1[C@H](CO)[C@H](c2ccc(-c3ccc(F)cc3)cc2)[C@@H]1CNC(=O)C1CC1 | / | -2 | / | -4 | / | 0.0 | -15
CCOc1ccc(N(CC(=O)Nc2ccccc2OC)S(C)(=O)=O)cc1 | 1 | -5 | -1 | -1 | 5 | / | 7
Cc1oc(-c2ccc3c(c2)OCCO3)cc1C(=O)NCC(=O)O | 0 | -6 | -2 | 2 | 2 | 4.9 | -1
CCOC(=O)/C=c1/s/c(=C/c2ccccc2OC)c(=O)n1CC(=O)N1CCOCC1 | 7 | -9 | -6 | 5 | 2 | -0.5 | -12
CCOC(=O)CNC(=O)CSc1nnc(C)c(=O)[nH]1 | 0 | / | 3 | 4 | -4 | 0.7 | /
CC1CCCC(NS(=O)(=O)c2cccc3nsnc23)C1C (centres undefined) | -7 | -2 | -3 | 0 | 3 | / | 3
